High-throughput results (PubChem BioAssay)
V1aR counter = agonists of human V1a receptor, primary screen, counter-screen for OXTR agonist project, fluorescence, CHO-V1R cells; AID 2797, 2010; 320,000 tested, 0.25% active; activation, % at 3 µM; Vasopressin V1a receptor (Homo sapiens), P37288; Fluo-8 calcium fluorescence, agonist mode; 0% DMSO, 100% 3 nM vasopressin;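 active means activation above the mean activation of all tested compounds plus 3 SD, per screening run, cut at about 20% in these data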;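 further: signal is peak over basal fluorescence ratio across a 100 second FLIPR read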
CHO-K1 Ca ag = counter-screen for M1 agonists: effect in parental CHO-K1 cells | Fluo-8 calcium fluorescence; scaled to maximal ATP response, vehicle zero | activation, % at 3 µM | 360,000 tested, 0.48% active | AID 602248, 2012; in the data active means activation above about 15%;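 further: untransfected CHO-K1 host cells lacking M1 receptor as counterscreen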
CHO-K1 Ca PAM = nonselective calcium activators in parental CHO-K1 cells, primary screen, counter-screen for M1 PAM project, cell-based, Fluo-8 calcium fluorescence, full deck, 1536-well; AID 602247, 2012; 360,000 tested, 0.02% active; ATP EC20; 0% at ATP EC20, 100% at ATP max; activation, % at 3 µM;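 active means activation above the run cutoff, the mean activation of all test compounds plus 3 SD, cut at about 40% in these data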;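 further: peak over basal fluorescence ratio in a 140 s read after ATP addition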
CHO parental Ca = ATP-evoked calcium signal inhibitors, parental CHO, primary screen, counter-screen for OX1R antagonist project, cell-based, fluorescence, Fluo-8 calcium dye | parental CHO-K1, ATP-induced calcium, Fluo-8 fluorescence | inhibition, % at 5.6 µM | 330,000 tested, 0.63% active;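 active means inhibition above that plate's mean sample inhibition plus 3 SD, cut at about 26% in these data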;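 further: 0% = ATP-challenged DMSO wells and 100% = DMSO wells without ATP; some compounds past the cut are filed as inactive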
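Assay system: untransfected parental CHO cell line. Also added: ATP agonist challenge. Dosing: one dose, 5.6 µM nominal. Measured by: Fluo-8 fluorescence. Read-out: % inhibition. Benchmarks: ATP wells versus no-ATP DMSO wells. Repeats: no replicates.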
TAAR1 antag = human TAAR1 antagonists, primary screen, Fluo-8 calcium fluorescence, CHO RD-HGA16 cells. Trace amine-associated receptor 1 (Homo sapiens), Q96RJ0. antagonist. inhibition, % at 3 µM. 360,000 tested, 1.5% active. AID 624466, 2012;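 active means inhibition above a per-plate cutoff, the mean inhibition of test compounds on that plate plus 3 SD, cut at about 49% in these data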;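 further: 0% = DMSO plus EC80 beta-PEA response and 100% = DMSO alone without agonist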
Target sequence (Q96RJ0 whole entry, looked up): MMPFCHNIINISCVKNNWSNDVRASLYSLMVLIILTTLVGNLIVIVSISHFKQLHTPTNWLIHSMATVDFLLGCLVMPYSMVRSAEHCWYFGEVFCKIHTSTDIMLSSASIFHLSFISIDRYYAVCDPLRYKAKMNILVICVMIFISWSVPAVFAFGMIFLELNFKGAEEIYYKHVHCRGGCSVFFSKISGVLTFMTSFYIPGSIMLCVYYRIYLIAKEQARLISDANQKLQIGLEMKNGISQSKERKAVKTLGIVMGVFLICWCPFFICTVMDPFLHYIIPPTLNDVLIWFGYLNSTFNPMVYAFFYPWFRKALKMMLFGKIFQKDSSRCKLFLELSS
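Test system: RD-HGA16 CHO cells with stable hTAAR1 and Gα16 / Probe or stimulus: EC80 β-phenethylamine stimulus / Times: seeding 17-24 h prior, 75-min 37 °C, 30-min RT dye loading / Detection: Fluo-8 calcium-sensitive fluorescence / Read-out basis: % inhibition scaled between DMSO and EC80 PEA controls / Repeats: singlicate, one well per test compound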
M1 ag = human M1 muscarinic receptor agonists, primary screen, Fluo-8 calcium fluorescence, CHO-K1 cells, HTS; Muscarinic acetylcholine receptor M1 (Homo sapiens), P11229; CHO-K1 hM1, agonist mode; 0% DMSO, 100% acetylcholine EC100; activation, % at 3 µM; 360,000 tested, 0.33% active;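 active means activation above the run's mean compound activation plus 3 SD, cut at about 16% in these data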;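 further: peak over basal fluorescence ratio within a 140 s kinetic read after compound addition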
TAAR1 agonist = human TAAR1 agonists, primary screen, Fluo-8 calcium fluorescence, CHO RD-HGA16 cells; vehicle wells 0%, saturating PEA agonist 100%; activation, % at 3 µM; 360,000 tested, 0.99% active; AID 624467, 2012;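 active means activation above the mean activation of all test compounds in the run plus 3 SD, cut at about 38% in these data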
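Repeats: no replicates (n 1) | Material: CHO-derived RD-HGA16 cells with stable Gα16 and human TAAR1 | Technique: Kinetic Fluo-8 calcium fluorescence | Schedule: 17-24 h seeding, 75 min 37 °C dye, 30 min RT | Evaluation: % activation from peak over basal fluorescence ratio, DMSO-to-PEA scaled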
CHO-K1 Ca antag = nonselective inhibitor or artifact in parental CHO-K1 cells. ATP-induced calcium, Fluo-8 fluorescence. inhibition, % at 3 µM. 360,000 tested, 0.6% active;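 active means inhibition above a per-plate cutoff, the plate's mean sample inhibition plus 3 SD, cut at about 24% in these data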;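 further: 0% = DMSO plus EC80 ATP and 100% = DMSO alone without ATP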
OXTR potentiate = human OXTR potentiators, primary screen, fluorescence, CHO-OTR cells, Fluo-8 calcium. Oxytocin receptor (Homo sapiens), P30559. Fluo-8 calcium fluorescence, potentiator mode; 0% = oxytocin EC15, 100% = EC100. activation, % at 3 µM. 320,000 tested, 0.061% active. AID 2445, 2010;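 active means activation above that plate's cutoff, the mean activation of tested compounds plus 3 SD, cut at about 6.6% in these data, passing the limit was not always enough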;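 further: 100% uses oxytocin at 75 nM as the full agonist control; some results filed as inactive read as strong as hits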
Target sequence (P30559 whole entry, looked up): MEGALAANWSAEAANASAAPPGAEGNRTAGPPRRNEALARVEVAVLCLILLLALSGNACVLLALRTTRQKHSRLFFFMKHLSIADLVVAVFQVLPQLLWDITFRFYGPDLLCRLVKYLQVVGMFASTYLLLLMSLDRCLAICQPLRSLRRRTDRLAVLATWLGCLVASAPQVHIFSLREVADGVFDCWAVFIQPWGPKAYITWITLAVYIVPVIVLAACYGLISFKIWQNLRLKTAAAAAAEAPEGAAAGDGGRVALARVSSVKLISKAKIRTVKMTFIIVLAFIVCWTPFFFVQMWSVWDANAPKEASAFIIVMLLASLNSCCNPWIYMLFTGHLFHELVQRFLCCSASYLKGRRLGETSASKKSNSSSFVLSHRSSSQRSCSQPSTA
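Assay system: CHO cell line stably expressing human OTR. Reagent: EC15 oxytocin agonist. Dosing: single dose, 3.0 µM nominal final compound concentration. Timing: compound 6 min at room temperature before oxytocin, 100 s read. Signal: kinetic Fluo-8 calcium fluorescence. Controls: oxytocin EC15 low and EC100 high.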
* hit, by the source's call; · = no result given.

smiles	CHO parental Ca	TAAR1 antag	TAAR1 agonist	V1aR counter	CHO-K1 Ca ag	M1 ag	CHO-K1 Ca PAM	OXTR potentiate	CHO-K1 Ca antag
Cc1c(CCOC(=O)CC23CC4CC(CC(C4)C2)C3)sc[n+]1CC(=O)c1ccccc1	-18	-13	1	0.1	0.6	-5	19	-7	-14
C#CCn1c(=NC(=O)c2cccs2)sc2cccc(OC)c21	12	14	0	1.0	0.4	-5	20	-9	-4
COc1ccc2[nH]c3c(c2c1)CCNC3=O	-12	7	12	-0.5	0.5	-6	8	3	-5
O=C(COC(=O)/C=C/c1cccc(Br)c1)NC1CC1	-8	-1	3	1.6	0.9	-2	13	-8	-8
COc1ccc2nc(NC(=O)CS(=O)(=O)c3ccc(C)cc3)sc2c1	-21	43	5	1.2	4.9	-4	3	-10	-9
COc1ccc(CCNC(=O)CSC2=Nc3ccccc3C3=NC(C(C)C)C(=O)N23)cc1OC (centres undefined)	-3	5	1	-0.7	0.0	4	13	-13	8
CSc1nc2nccc(-c3ccc(-c4ccccc4)cc3)n2n1	-25	8	5	-0.4	0.2	0	14	-4	-12
CCOc1ncccc1C(=O)OCC(=O)Nc1cc(S(=O)(=O)N2CCCCC2)ccc1Cl	·	24	7	·	7.7	-2	-5	·	-7
Cn1nc(C(=O)NC(C)(C)C)c2ccccc21	-5	-11	0	0.7	0.0	-1	3	-11	6
CC1CN(C(=O)c2cccn(Cc3c(Cl)cccc3Cl)c2=O)CC(C)O1 (centres undefined)	-10	-20	1	0.2	0.5	2	15	-8	-10

Entries of single compounds as entered above:
COc1ccc2nc(NC(=O)CS(=O)(=O)c3ccc(C)cc3)sc2c1 across the screens: CHO parental Ca: -21; TAAR1 antag: 43; TAAR1 agonist: 5; V1aR counter: 1.2; CHO-K1 Ca ag: 4.9; M1 ag: -4; CHO-K1 Ca PAM: 3; OXTR potentiate: -10; CHO-K1 Ca antag: -9
Cc1c(CCOC(=O)CC23CC4CC(CC(C4)C2)C3)sc[n+]1CC(=O)c1ccccc1 across the screens: CHO parental Ca: -18; TAAR1 antag: -13; TAAR1 agonist: 1; V1aR counter: 0.1; CHO-K1 Ca ag: 0.6; M1 ag: -5; CHO-K1 Ca PAM: 19; OXTR potentiate: -7; CHO-K1 Ca antag: -14

New compounds follow
smiles	CHO parental Ca	TAAR1 antag	TAAR1 agonist	V1aR counter	CHO-K1 Ca ag	M1 ag	CHO-K1 Ca PAM	OXTR potentiate	CHO-K1 Ca antag
CCN1CCN(C(c2cc3cccc(C)c3[nH]c2=O)c2nnnn2Cc2ccccc2)CC1 (centres undefined)	-5	-13	10	0.0	0.2	-4	15	-2	8
Cc1cccc(OCC(=O)Nc2ccncc2)c1	2	-8	3	3.3	8.1	3	8	-5	-8
CC(=O)Nc1ccc(-c2csc(NC(C)c3ccccc3)n2)cc1 (centres undefined)	-12	10	4	-0.2	1.2	-2	11	-12	-13
Cc1ccccc1NC(=O)c1ccc2nccnc2c1	0	-5	2	0.2	0.4	2	-4	-3	9
COc1cc(CN2CCCC(C(=O)N3CCc4ccccc4C3)C2)cc(OC)c1OC (centres undefined)	-25	-5	6	0.5	1.3	-5	-6	-12	-10
COc1ccc(S(=O)(=O)Nc2nnc(Cc3ccc(OC)c(OC)c3)s2)cc1	7	8	8	0.1	1.0	-8	6	-13	8
CC(=O)c1ccc(S(=O)(=O)N(CCCO)Cc2cc3cc4c(cc3[nH]c2=O)OCCO4)cc1	0	-23	1	1.6	0.1	-2	-19	-6	15
O=C1NC(=S)N/C1=C/c1ccc2ccccc2c1	-2	2	-1	0.2	0.5	-2	-19	-4	1
C/C(=N\NC(=O)c1ccncc1)C12CC3CC(CC(C3)C1)C2	-1	-4	1	0.4	1.6	-7	16	-8	-11
CC(=O)Nc1cccc(-n2nnc(SCC(N)=O)n2)c1	5	-8	1	0.1	0.2	1	-12	-4	5

An excerpt from above in order of count of non-hydrogen atoms, low to high.
smiles	CHO parental Ca	TAAR1 antag	TAAR1 agonist	V1aR counter	CHO-K1 Ca ag	M1 ag	CHO-K1 Ca PAM	OXTR potentiate	CHO-K1 Ca antag
O=C1NC(=S)N/C1=C/c1ccc2ccccc2c1	-2	2	-1	0.2	0.5	-2	-19	-4	1
CC(=O)Nc1cccc(-n2nnc(SCC(N)=O)n2)c1	5	-8	1	0.1	0.2	1	-12	-4	5
C/C(=N\NC(=O)c1ccncc1)C12CC3CC(CC(C3)C1)C2	-1	-4	1	0.4	1.6	-7	16	-8	-11
COc1ccc(S(=O)(=O)Nc2nnc(Cc3ccc(OC)c(OC)c3)s2)cc1	7	8	8	0.1	1.0	-8	6	-13	8
CCN1CCN(C(c2cc3cccc(C)c3[nH]c2=O)c2nnnn2Cc2ccccc2)CC1 (centres undefined)	-5	-13	10	0.0	0.2	-4	15	-2	8

Carrying on:
smiles	CHO parental Ca	TAAR1 antag	TAAR1 agonist	V1aR counter	CHO-K1 Ca ag	M1 ag	CHO-K1 Ca PAM	OXTR potentiate	CHO-K1 Ca antag
CCCS(=O)(=O)c1nc(C)cc(C)c1S(C)(=O)=O	-6	2	9	1.1	-0.4	-4	19	-11	-5
CSc1ccc(S(=O)(=O)Nc2ccc3c4c(cccc24)CC3)cc1	6	8	2	0.7	0.9	-3	4	-8	-12
CCOC(=O)c1cccc(NC(=O)CCc2nnc3ccc(N4CCN(C)CC4)nn23)c1	-15	-35	1	0.1	0.2	-5	9	-14	-8
COc1ccc(NC2CCCN(C(=O)CN3CCOC3=O)C2)cc1 (centres undefined)	-5	-22	1	0.1	0.8	-3	3	-3	-5
CCN(CC)S(=O)(=O)c1ccc(C(=O)Nc2ccc3c(c2)OCCO3)cc1	-3	9	5	2.2	4.1	-7	2	-3	-33
CC(=O)c1ccc(OCCCC(=O)n2nnc3ccccc32)cc1	-18	7	6	-0.1	0.3	-4	22	-13	-10
O=C(NCc1ccccc1)/C(=C\c1ccc(O)cc1)NC(=O)c1ccco1	-9	-19	0	0.8	0.6	-1	12	-4	-10
O=c1c2ccccc2c(=O)n(-c2ccccc2)n1CCCCBr	-7	-6	0	-0.5	0.3	-2	-3	3	2
CN(C)CCCNC(=O)C[C@H]1C[C@H](C(=O)N2CCCCC2)[C@@]2(C)c3[nH]c4ccc(Cl)cc4c3CCN2C1=O	-7	-2	2	·	0.3	-8	5	·	-7
Cc1nn(-c2ccccc2)c2sc(C(=O)N3CCOCC3)cc12	-4	-11	7	-0.5	1.0	-3	4	-7	-4
CN(CC(=O)NC1CCCC1)S(=O)(=O)c1cnc[nH]1	-3	-5	1	-0.9	0.8	-2	10	-3	-16
CCOC(=O)c1ccc(Cn2c(-c3ccccc3)nnc2-c2ccccc2)o1	-3	0	21	0.0	-0.1	-6	4	-15	0
Cc1ccc(NNc2c(C)nc3ccccc3nc2=O)cc1	-23	18	4	-1.5	-0.9	-9	11	-9	-13
CC(NC(=O)COC(=O)c1cc2ccccc2cc1O)c1ccccc1 (centres undefined)	·	10	11	·	1.2	1	-12	·	-8
CCOC(=O)c1sc2nc[nH]c(=O)c2c1C	-10	2	-2	-1.2	0.6	-3	28	-17	-3
Cc1ccccc1NC(=O)CCc1c(C)nn(-c2ccc(N3CCOCC3)nn2)c1C	-17	-15	1	0.8	1.7	-3	17	0	-18
CC(NC(=O)Cn1cccc1)c1ccccc1 (centres undefined)	-8	-15	5	0.2	0.8	-5	7	-2	-13
O=C(O)c1ccc(/C=N/Nc2ccc(Cl)nn2)cc1	-7	-5	8	0.4	1.1	-5	17	-2	-12
C=CCC[C@@H](Cc1ccc(F)cc1)C(=O)OC[C@H](C)NC(=O)[C@@H](CC=C)CC(=O)N(CCO)Cc1ccccc1	-36	-2	1	-0.7	1.8	-5	9	-8	-4
Cc1cc(NC(=O)CN(C)CC(=O)Nc2ccc(Cl)c(C(F)(F)F)c2)no1	-10	-12	41*	8.0	3.6	0	-17	-7	3
CC(=O)NCc1ccc(S(=O)(=O)NC2CCN(Cc3ccccc3)CC2)cc1	-4	-20	12	1.2	·	·	·	0	·
C[C@@H](C(=O)Nc1cccc(S(=O)(=O)N2CCOCC2)c1)N1C(=O)C2CC=CCC2C1=O (some centres undefined)	4	3	4	0.1	0.0	-8	-1	-7	-2
O=C(CCCN=C1NS(=O)(=O)c2ccccc21)Nc1ccc(Cl)cc1	-13	-13	7	0.1	0.9	-4	-2	-7	-6
Cc1onc(-c2ccccc2Cl)c1C(=O)N(C)Cc1ccccc1	·	-14	-1	·	2.3	-5	0	·	-8
O=C(NNC(=O)c1ccccc1Br)c1cccc(Cl)c1	-6	2	10	0.1	0.4	3	19	0	-18
